# DNMT1 block = DNMT1 (human) enzyme inhibition; hit rate 0.83% among 360,000; P26358; DNMT1 molecular beacon, Hinp1I cleavage, fluorescence; inhibition (reported as % activation of signal), % at 10 µM; AID 588458; in the data active = inhibition above about 50%
# Rin1 Abl inh = inhibitors of human Rin1-Abl protein interaction; P00519+Q13671; AID 588664; TR-FRET Rin1/Abl binding, biochemical; hit rate 0.4% among 360,000; inhibition, % at 7.35 µM; in the data active = inhibition above about 5%, passing the limit was not always enough
# Rpn11 inh = blocks the human proteasome subunit Rpn11. AID 588493. human 26S proteasome, Ub4-pepOG fluorescence polarization; 20S core pre-blocked with epoxomicin. calls only at 20 µM. hit rate 0.59% among 360,000;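 active = inhibition at 20 µM, scaled to each plate's controls, above about 33%, limit read from the data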
# Target sequence (O00487 whole entry, looked up): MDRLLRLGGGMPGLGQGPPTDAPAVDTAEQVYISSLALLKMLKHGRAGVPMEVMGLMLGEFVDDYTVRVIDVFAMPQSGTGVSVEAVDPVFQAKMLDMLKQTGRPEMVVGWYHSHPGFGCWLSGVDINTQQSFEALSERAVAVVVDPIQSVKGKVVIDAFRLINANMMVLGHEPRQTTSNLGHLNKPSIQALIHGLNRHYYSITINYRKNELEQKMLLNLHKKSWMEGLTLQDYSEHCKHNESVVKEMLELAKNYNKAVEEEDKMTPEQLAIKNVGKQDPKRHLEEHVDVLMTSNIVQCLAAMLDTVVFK
# NadD block = NadD (S. aureus) enzyme inhibition; purified NadD enzyme, colorimetric absorbance read-out; inhibition, % at 20 µM; hit rate 0.78% among 360,000; AID 602399; in the data active = inhibition above about 26%; also: some compounds past the cut are filed as inactive
# LMPTP block = blocks human LMPTP phosphatase; P24666; recombinant LMPTP-A, OMFP fluorogenic substrate, fluorescence intensity; inhibition, % at 20 µM; hit rate 0.22% among 360,000; AID 651560;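 active = compounds that cut the enzyme signal by at least half of the control window in the single-dose screen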;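 also: plate controls were DMSO wells with enzyme plus substrate for no effect and substrate without enzyme for full effect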
#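 Test system – LMPTP-A phosphatase enzyme · Quantity – 0.625 nM LMPTP-A final · Reagent – OMFP substrate, 400 µM final · Dosing – one test concentration per compound, 20 µM, with 3% DMSO overall · Timing – 50 min enzyme reaction at room temperature, protected from light · Detection – fluorescence intensity · Controls – substrate-only low control, DMSO enzyme-plus-substrate high control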
# SUMO1 PPI mod = modulators of human SUMO1-mediated protein-protein interactions | P63165 | SUMO1 binding to a labelled peptide, TR-FRET, 1 h | inhibition, % at 20 µM | hit rate 0.33% among 360,000 | AID 602429; in the data active = inhibition above about 37%
# Target sequence (P63165 whole entry, looked up): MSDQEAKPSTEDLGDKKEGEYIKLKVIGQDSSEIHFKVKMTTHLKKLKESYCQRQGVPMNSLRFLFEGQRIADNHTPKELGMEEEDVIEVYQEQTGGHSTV
# Scp-1 inhibitor = blocks human Scp-1 phosphatase activity. Q9GZU7. Recombinant Scp1, phosphopeptide, malachite green phosphate absorbance. inhibition, % at 20 µM. hit rate 0.88% among 340,000. AID 493091;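 active = inhibition above about 50% at 20 µM, limit read from the data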;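 also: plate controls were DMSO wells with enzyme for no effect and wells lacking enzyme for full effect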
#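 Test system: SCP-1 phosphatase catalytic domain, residues 76-261 | Compound dosing: One concentration, 20 µM, with 1.0% DMSO | Schedule: 45 min room-temperature reaction, 5 min colour, 30 min stabiliser | Detection: Absorbance at 630 nm | Read-out basis: % inhibition of SCP-1 phosphate liberation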
# CSN deneddyl inh = CSN deneddylation inhibition. Purified CSN, SCF-Nedd8-OG deneddylation, fluorescence polarization. inhibition, % at 12.5 µM. hit rate 0.38% among 360,000;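 active = pattern-corrected inhibition above about 35%, with an unprinted fluorescence ratio check between 0.5 and 1.5, limit read from the data, passing the limit was not always enough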;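 also: 0% = enzyme with substrate and 100% = substrate without enzyme; some results filed as inactive read as strong as hits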
#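 Material: purified human Csn5 enzyme expressed in HEK293T cells / Medium: Tris buffer pH 7.5, NaCl, DTT, Tween-20, trehalose, ovalbumin / Compound dosing: 12.5 µM single point / Schedule: 90 min incubation of compound, enzyme and substrate at room temperature / Signal: fluorescence polarization of the substrate / Control set: no-enzyme wells high, enzyme-with-substrate wells low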
# STEP block = blocks human striatal-enriched tyrosine phosphatase; P54829; recombinant STEP, OMFP fluorogenic substrate, fluorescence; inhibition, % at 20 µM; hit rate 0.25% among 360,000;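 active = inhibition at 20 µM, scaled per plate between control wells, above about 37%, limit read from the data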;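 also: 0% = DMSO with enzyme and substrate and 100% = substrate only without enzyme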
# Target sequence (P54829 whole entry, looked up): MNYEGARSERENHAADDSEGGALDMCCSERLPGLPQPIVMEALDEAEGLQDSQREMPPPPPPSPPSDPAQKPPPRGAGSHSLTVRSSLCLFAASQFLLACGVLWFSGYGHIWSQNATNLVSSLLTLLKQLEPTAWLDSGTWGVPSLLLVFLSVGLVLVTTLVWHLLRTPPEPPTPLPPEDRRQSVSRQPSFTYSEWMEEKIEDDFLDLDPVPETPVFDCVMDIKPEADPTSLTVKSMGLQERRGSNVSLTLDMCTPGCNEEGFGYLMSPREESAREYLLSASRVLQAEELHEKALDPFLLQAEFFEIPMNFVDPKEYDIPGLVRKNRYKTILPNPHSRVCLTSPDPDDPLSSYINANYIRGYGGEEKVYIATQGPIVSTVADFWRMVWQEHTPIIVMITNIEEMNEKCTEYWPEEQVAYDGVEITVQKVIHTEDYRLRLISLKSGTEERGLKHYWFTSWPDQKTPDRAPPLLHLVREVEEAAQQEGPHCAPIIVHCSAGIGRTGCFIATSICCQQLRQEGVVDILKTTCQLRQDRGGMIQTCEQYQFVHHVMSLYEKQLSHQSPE
#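 Assay system: isolated STEP enzyme / Timing: 20 min at room temperature, dark / Doses: 20 µM, 1% DMSO / Technique: fluorescence intensity, excitation 480 nm, emission 540 nm / Reagent: fluorogenic phosphatase substrate OMFP at 25 µM final / Measure: percent inhibition scaled to no-enzyme and uninhibited-enzyme controls, plate-pattern corrected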
# Neddyl block = cullin neddylation inhibition. TR-FRET cullin neddylation, biochemical. calls only at 25 µM. hit rate 0.58% among 360,000. AID 651699; in the data active = inhibition above about 36%
# Numbers without * were called inactive; i = inactive; . = not tested or not shown.
SMILES,DNMT1 block,Rin1 Abl inh,Rpn11 inh,NadD block,LMPTP block,SUMO1 PPI mod,Scp-1 inhibitor,CSN deneddyl inh,STEP block,Neddyl block
CCOc1ccc(C(=O)Nc2ccccc2OC(F)F)cc1,1.9,-3.1,i,-1.2,0.2,6.3,-7.2,0.5,3.0,i
O=C(NCCNc1ccc([N+](=O)[O-])cc1C(F)(F)F)c1ccc(F)cc1,4.2,-2.2,i,1.8,-1.6,-19.6,-4.2,10.2,-2.2,i
CCOc1cc(/C=N/NC(=O)c2ccncc2)ccc1OC(=O)c1ccc([N+](=O)[O-])cc1,-1.7,1.8,i,-4.1,-3.1,-19.4,-6.2,-4.8,-2.5,i
COc1ccc(CC(=O)OCC(=O)Nc2c(C)n(C)n(-c3ccccc3)c2=O)cc1OC,7.6,0.8,i,0.8,-1.8,0.9,0.7,-0.7,1.3,i
CC(C)CC(NC(=O)COc1ccccc1)C(=O)O (configuration not stated),0.4,1.8,i,-11.0,-0.1,1.3,-7.1,2.7,-0.2,i
CCCCNC(=O)NNC(=O)COc1cc(C)cc(C)c1,3.8,-2.3,i,2.0,-1.0,3.3,-3.7,-0.6,-0.3,i
COC(=O)C1=CN(c2ccc(OC)cc2)C=C(C(=O)OC)C1c1ccc(C)c([N+](=O)[O-])c1,-7.5,-1.4,i,-8.4,2.0,-5.9,-8.2,-2.8,-0.1,i
COCCC(=O)N1CCC(Oc2ccc(C(=O)NC3Cc4ccccc4C3)cc2)CC1,-0.5,-2.6,i,0.5,-1.5,-3.0,-2.2,-3.1,0.2,i
CCOc1ccc(-c2nn(-c3ccccc3)cc2/C=C(\C#N)S(=O)(=O)c2ccccc2)cc1C,-0.4,1.5,i,12.0,2.2,-2.3,-18.2,0.1,1.3,.
Cc1cc2c(cc1S(=O)(=O)N1CCc3ccccc31)NC(=O)CO2,4.8,6.4,i,2.7,0.0,0.1,-3.1,4.1,-1.1,i

# Single records, from the list above. Order of screens: DNMT1 block	Rin1 Abl inh	Rpn11 inh	NadD block	LMPTP block	SUMO1 PPI mod	Scp-1 inhibitor	CSN deneddyl inh	STEP block	Neddyl block
# CCOc1ccc(-c2nn(-c3ccccc3)cc2/C=C(\C#N)S(=O)(=O)c2ccccc2)cc1C is listed as -0.4	1.5	i	12.0	2.2	-2.3	-18.2	0.1	1.3	.
# COC(=O)C1=CN(c2ccc(OC)cc2)C=C(C(=O)OC)C1c1ccc(C)c([N+](=O)[O-])c1 is listed as -7.5	-1.4	i	-8.4	2.0	-5.9	-8.2	-2.8	-0.1	i
# CCCCNC(=O)NNC(=O)COc1cc(C)cc(C)c1 is listed as 3.8	-2.3	i	2.0	-1.0	3.3	-3.7	-0.6	-0.3	i
# CC(C)CC(NC(=O)COc1ccccc1)C(=O)O (configuration not stated) is listed as 0.4	1.8	i	-11.0	-0.1	1.3	-7.1	2.7	-0.2	i

# Additional structures follow.
SMILES,DNMT1 block,Rin1 Abl inh,Rpn11 inh,NadD block,LMPTP block,SUMO1 PPI mod,Scp-1 inhibitor,CSN deneddyl inh,STEP block,Neddyl block
Cc1ccc(C)c(N(CC(=O)NC2CCCCC2)C(=O)c2csnn2)c1,0.8,1.5,i,3.0,-0.2,-0.4,-6.4,0.1,2.4,i
O=[N+]([O-])c1cccnc1C1OCCO1,3.2,-4.2,i,-0.5,-0.4,-8.2,.,-4.0,2.6,i
CS(=O)(=O)NCCSc1nnnn1-c1ccccc1,0.4,0.5,i,-3.0,-1.7,3.7,-4.6,-6.7,-1.3,i
CC(=O)N1CCN(C(=O)COc2ccc(Br)cc2)CC1,1.5,0.3,i,-3.4,-1.3,-2.6,5.8,-2.9,0.4,i
N/C(Cc1ccc([N+](=O)[O-])cc1)=N\OC(=O)Cc1ccc(Cl)cc1,1.4,-2.4,i,-9.3,1.4,-16.7,-0.2,-4.5,-3.7,i
Cc1cc(NC(=O)c2cc([N+](=O)[O-])cc([N+](=O)[O-])c2C)no1,9.2,-3.7,i,-4.1,1.1,-2.1,10.3,-1.7,2.6,i
O=C(CSc1cc(Cl)ccc1Cl)NCC(=O)Nc1ccc(F)c(F)c1F,1.4,2.0,i,-9.3,0.8,-4.6,-7.4,-3.6,-0.7,i
S=C(NNc1ccc2ccccc2c1)NC1CCCCC1,-2.4,-3.5,i,7.3,2.8,-0.3,5.4,-1.5,-1.4,i
Cn1cnnc1SCc1ccccc1[N+](=O)[O-],4.6,1.7,i,0.6,-0.9,-9.8,-3.8,-1.1,-2.5,i
CCOC(=O)[C@]12CCCC=C1N(Cc1cccc3ccccc13)C(=O)[C@H](CC(=O)NCc1cccs1)C2,.,.,.,2.9,2.8,2.6,.,-3.3,.,i
Cc1ccccc1CS(=O)(=O)CCC(=O)N1CCN(c2ccc(N3CCOCC3)nn2)CC1,-0.1,-2.5,i,7.0,-1.6,-8.9,-2.7,3.8,-9.8,.
CCOc1ccc(-c2nn(-c3ccccc3)cc2/C=C2\SC(N)=NC2=O)cc1C,15.3,1.3,i,31.6*,-0.1,5.1,2.9,-3.1,-3.7,.
CC(=O)N=c1sc2ccccc2n1C,0.7,0.6,i,-1.5,1.2,4.1,-1.9,3.5,2.5,i
CCC(C(=O)Nc1ccccc1C(=O)N1CCOCC1)N1C(=O)c2ccccc2C1=O (configuration not stated),-3.1,3.7,i,5.8,0.0,2.7,-5.3,-0.6,-1.6,i
CCN(Cc1cccs1)C(=O)CN1C(=O)NC2(CCCc3ccccc32)C1=O (configuration not stated),-5.7,-2.0,i,8.4,-0.3,4.6,25.0,-7.0,-5.4,i
Cc1cccc(NC(=S)NNC(=S)NC2CCCCC2)c1C,-0.6,5.1,i,1.7,0.5,0.9,8.3,-5.5,-2.6,i
COc1ccc(C(=O)CC2OC(=O)c3c2ccc(OC)c3OC)cc1 (configuration not stated),4.7,3.7,i,-3.4,-0.3,-10.9,-6.9,-2.9,0.8,i
Cc1ccc([C@@H]2[C@@H]3C(=O)N(c4ccccc4)C(=O)[C@@H]3[C@]3(C)C(=O)N(Cc4ccccn4)CC(=O)N23)o1,2.3,1.5,i,1.2,-3.5,-6.9,2.4,1.0,-4.4,i
O=C(c1ccco1)N1N=C2CCCCCC2C1(O)C(F)(F)F (configuration not stated),-0.1,0.0,i,-1.0,-0.5,-1.7,-5.3,-0.7,-8.6,i
O=C(Cn1cc([N+](=O)[O-])ccc1=O)N1CCCc2ccccc21,1.5,0.9,i,-4.3,-1.7,-14.9,1.4,-1.3,0.3,i
O=C(c1ccc(N2CCCC2)c([N+](=O)[O-])c1)N1CCN(S(=O)(=O)c2ccc(Cl)cc2)CC1,-0.8,-2.9,i,7.4,4.3,-17.4,-0.4,-3.2,2.6,i
Cn1cc(S(=O)(=O)NCc2ccc3c(c2)OCO3)c(C(F)(F)F)n1,2.5,-0.4,i,-1.7,0.5,4.2,-4.6,0.1,-3.0,i
CC(Oc1ccccc1)C(=O)N1CCC2(CC1)Oc1ccc(F)cc1C(=O)C21CC(c2ccccc2)=NO1 (configuration not stated),0.1,1.9,i,16.6,2.8,3.3,-3.0,3.6,4.2,i
CC(C)Nc1nc(N(c2ccccc2)c2ccccc2)nc(-n2ccnc2)n1,10.3,1.0,i,15.1,-0.5,0.1,-6.7,-0.6,0.4,i
CCCN(S(=O)(=O)c1ccc(OCC)cc1)S(=O)(=O)c1cccs1,-1.9,1.6,i,-4.7,1.8,4.3,-13.9,-5.1,-0.4,i
CN(CCc1cnn(C)c1)Cc1nc(Cc2ccccc2)no1,-0.3,1.7,i,-3.5,-0.9,3.1,-9.1,-13.2,-3.8,i
Oc1c(N=Nc2ccc(F)cc2)ccc2ccccc12,-18.4,0.5,i,5.5,3.5,-16.4,-9.6,0.8,2.2,i
CCOC(=O)c1ccc(NC(=O)CC2SC3=NCCN3C2=O)cc1 (configuration not stated),-1.1,1.2,i,-5.4,-1.4,1.1,-3.3,-1.9,-0.8,i
O=C(CSc1nc2ccccc2[nH]1)NCCN1CCCCC1,-1.6,-1.0,i,-0.6,-2.1,2.6,-0.4,2.1,-0.7,i
Cc1sc2ncnc(N=Nc3c(O)[nH]c4ccccc34)c2c1C,27.0,-0.6,i,-1.7,0.6,-0.8,37.2,5.6,0.8,i
S=c1[nH]nc(-c2cc(-c3ccco3)[nH]n2)n1-c1ccccc1,1.3,-0.6,i,4.2,-1.2,4.6,8.1,-0.3,3.3,i
Cc1ccc[n+](CC2OCc3ccccc3CO2)c1,1.1,0.6,i,-3.7,0.1,10.5,-1.2,2.9,0.2,i
CC(C)Oc1ccc(CN2CCC2(C)C(=O)Nc2ccc(Cl)c(Cl)c2)cc1 (configuration not stated),1.8,-1.1,i,-1.3,3.3,22.3,.,-8.4,1.1,i
CCC(=O)OCCNc1cc(SCCC(=O)OC)c2nonc2c1[N+](=O)[O-],-8.6,-6.7,i,5.7,-0.2,-28.4,-7.3,1.3,0.6,i
CCn1nc(C(=O)OCC(=O)c2c[nH]c3ccccc23)c2ccccc2c1=O,-9.7,-0.7,i,5.3,1.2,-2.2,-10.2,6.7,0.3,i
CCOC(=O)Cn1cnc2c(cnn2-c2ccc(Cl)cc2)c1=O,3.3,1.0,i,-3.9,-0.5,-1.8,0.8,-0.7,-1.4,i
Nc1cc(=O)[nH]c(SCCNS(=O)(=O)c2ccccc2)n1,0.0,2.8,i,-0.4,-2.5,4.5,-7.9,-0.9,-0.3,i
O=C(NCCc1ccc(F)cc1)c1ccc(S(=O)(=O)N2CCCCC2)cc1,-2.1,-1.7,i,-6.3,0.2,2.3,-4.9,1.7,4.8,i
COCC(=O)N1CCC(n2nnc3cc(C(F)(F)F)ccc32)CC1,4.5,3.0,i,3.1,-0.4,-0.7,-6.6,3.5,1.5,i
O=C(NC1CCCCCC1)c1ccc(CS(=O)Cc2ccccc2Cl)o1 (configuration not stated),1.3,-5.7,i,2.9,0.5,-2.1,-8.2,-1.9,2.6,i
CCN(CC(=O)Nc1ccc(S(=O)(=O)N2CCCC2)cc1)CC(=O)Nc1cccc(OC)c1,-2.4,-1.4,i,-1.7,1.3,-0.4,-5.4,0.4,0.8,i
O=C(O)c1cc2c(N3CCC(Cc4ccccc4)CC3)ncnc2s1,-2.3,2.9,i,11.0,-0.7,3.1,2.5,-10.2,0.8,i
